CFTR F508del cor: correctors of CFTR F508del function in bronchial epithelial cells | CFBE cells, YFP halide quenching; stimulated with forskolin plus potentiator P3; % fluorescence drop versus neutral controls | activity (quench increase), % at 7.58 µM | 350,000 compounds, 0.36% hits | AID 720511;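 active means mean added fluorescence quench of at least 8% versus neutral control, with both replicates also reaching 8%; inconclusive means only one of the mean or replicate conditions met; inactive means mean below 8% and not both replicates reaching 8%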;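 further: cells transiently co-express mutant CFTR-F508del with the halide-sensitive YFP; corrector assay measuring rescue of mutant channel to the surface after 24 h compound exposure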
EWS-Fli block: EWS/Fli transcriptional activity inhibition | A673 NR0B1-luciferase reporter, viability-normalised | inhibition, % at 12.6 µM | AID 651661 | 350,000 compounds, 0.67% hits;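 active means mean inhibition of at least 50% after viability correction, with every replicate also passing that limit; inconclusive means mean reaches 50% but only one of two replicates passes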;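 further: firefly luciferase signal divided by Alamar Blue viability fluorescence both relative to DMSO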
miR122 inh: inhibitors of miR-122 in Huh7 cells; Huh7 miR-122 Renilla luciferase sensor, 48 h; neutral wells = 0, positive control = 100; activation (reporter increase), % at 12.5 µM; 340,000 compounds, 0.3% hits; AID 602342;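 active means mean replicate activation score at least 90 and every replicate individually at or above 90; inconclusive means only one of the two criteria met; inactive means neither criterion met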;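 further: higher luciferase means less miR-122 activity so hits act as miR-122 inhibitors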
GSIS activator: primary screen for activators of insulin secretion dependent on glucose, INS-1E cells, GLuc reporter luminescence. 370,000 compounds, 0.61% hits. activation, % at 16.6 µM. INS-1E GLuc reporter insulin secretion, 2-3 h;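 active means lowest replicate activation of at least 40%, so every replicate reaches that level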;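 further: 0% = median of neutral control wells and 100% = median of IBMX positive control wells; some compounds called inactive have numbers as strong as hits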
DENV2 CPE rescue: DENV2-induced cell death inhibition; DENV2-infected cells, cytopathic effect rescue, plate reader; CPE inhibition, % at 9.99 µM; 350,000 compounds, 1.7% hits; in the data active means CPE inhibition above about 20%, passing the limit was not always enough; inconclusive means no clear call, values can overlap the other calls; tested in BHK-21 cells;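 further: 0% = median of neutral control wells and 100% = median of positive control wells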
FN deposit inh: fibronectin deposition inhibition. 350,000 compounds, 0.086% hits. AH1F fibroblasts, Alexa488-fibronectin deposition fluorescence, overnight. inhibition, % at 12.6 µM;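 active means mean inhibition across replicates of 30% or more, regardless of how many single replicates reach that level; inconclusive means mean under 30% yet at least half of replicates reach 30%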;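 further: positive control wells lacked labelled fibronectin entirely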
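Measured by – fluorescence 485/525 nm · System – AH1F fibroblast monolayer, labelled fibronectin deposition · Amount – 10000 cells per well · Buffer or medium – serum-reduced DMEM (2% serum) · Doses – single dose, pinned · Also added – fluorescent fibronectin at 24 nM final · Schedule – 1 h cell attachment, overnight exposure to compound and label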
PAX8 reporter: lowers PAX8-driven luciferase in RMG-I cells; RMG-I TPO-luciferase reporter, SteadyGlo, 24 h; inhibition, % at 12.6 µM; 360,000 compounds, 1.2% hits;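 active means mean replicate inhibition at least 60% with every replicate also reaching 60%; inconclusive means only one of the two criteria is met; inactive means mean below 60% and not all replicates reaching 60%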;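 further: luciferase light reporting Pax8 driven TPO promoter activity; plate controls were median of neutral control wells for no effect and mitoxantrone controls for full effect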
Starred values were filed as active, the others as inactive; ? = inconclusive; nt = not tested or not shown; [ ] = dose if it differs, or a comment. Rows are unselected; about 3.9% have a hit in one of these screens.

SMILES	CFTR F508del cor	EWS-Fli block	miR122 inh	GSIS activator	DENV2 CPE rescue	FN deposit inh	PAX8 reporter
CCS(=O)(=O)N1[C@H](CO)[C@H](c2ccc(-c3cccc(F)c3)cc2)[C@@H]1C#N	-4.1	-2	nt	-10	3	1	-17
Cc1ccc(NS(=O)(=O)c2c(C)[nH]c(C)c2C(=O)N2CCCCC2)c(Br)c1	-2.5	nt	10	4	-5	-7	10
CC12CCC(C3NC(=S)NN=C31)C2(C)C (configuration not stated)	-3.7	3	-7	-9	-15	0	-8
Cc1ccc(NC(=O)CNCC2CCCCC2)cc1S(=O)(=O)N(C)C	-0.2	1	nt	-30	nt	4	11
C/C=C/c1ccc2c(c1)O[C@@H](CN(C)Cc1cccnc1)[C@H](C)CN([C@H](C)CO)S2(=O)=O	-0.5	5	18[16.7 µM]	2	-13	nt	nt
C[C@H]1CN([C@@H](C)CO)C(=O)c2cc(C#CCN(C)C)cnc2O[C@@H]1CN(C)Cc1ccccn1	0.0	-8	-5[16.7 µM]	17	-10	3	nt
COC(=O)CC/C(O)=C1\C(=O)CC(C)(C)CC1=Nc1ccccc1OC	nt	nt	1	nt	nt	4	12
C[C@H](CO)N1C[C@H](C)[C@H](CN(C)Cc2cccc(C(F)(F)F)c2)Oc2ncc(C#Cc3ccccc3)cc2C1=O	0.2	22	-3[16.7 µM]	-12	3	nt	nt
CC[C@]12c3[nH]c4ccccc4c3CCN1C(=O)C(CC(=O)NCc1ccco1)C[C@@H]2C(=O)N1CCN(C(=O)c2ccco2)CC1 (some centres not stated)	-4.5	-5	8	-14	3	12	12
S=c1[nH]nc(-c2cc(-c3ccccc3)n[nH]2)n1/N=C/C(Br)=C/c1ccccc1	-7.1	75*	14	-2	-2	17	45
CCN1CCN(C(=O)c2ccc(N3CC4CC(C3)c3cccc(=O)n3C4)c(NC(=O)c3cc(OC)cc(OC)c3)c2)CC1 (configuration not stated)	1.5	-1	2	-3	-3	11	1
CC1=NN(c2ccccc2)C(=O)C1C(=O)c1ccc([N+](=O)[O-])cc1 (configuration not stated)	4.0	4	nt	-26	-4	3	4
CCCCNC(=O)Cc1c(OC)ccc2cc(Br)ccc12	nt	nt	-3	22	nt	0	-2
CC(OC(=O)C12CCC(=O)N1c1ccccc1S2)C(=O)Nc1cccc(Cl)c1 (configuration not stated)	0.0	3	-5	nt	1	4	-5
O=C(c1ccncc1)N1N=C(c2ccc(Br)cc2)CC1c1ccccc1O (configuration not stated)	-0.6	33	3	-19	7	-4	43

3 records picked at random from the list so far:
SMILES	CFTR F508del cor	EWS-Fli block	miR122 inh	GSIS activator	DENV2 CPE rescue	FN deposit inh	PAX8 reporter
CC(OC(=O)C12CCC(=O)N1c1ccccc1S2)C(=O)Nc1cccc(Cl)c1 (configuration not stated)	0.0	3	-5	nt	1	4	-5
CC1=NN(c2ccccc2)C(=O)C1C(=O)c1ccc([N+](=O)[O-])cc1 (configuration not stated)	4.0	4	nt	-26	-4	3	4
CCCCNC(=O)Cc1c(OC)ccc2cc(Br)ccc12	nt	nt	-3	22	nt	0	-2

The list continues:
SMILES	CFTR F508del cor	EWS-Fli block	miR122 inh	GSIS activator	DENV2 CPE rescue	FN deposit inh	PAX8 reporter
CCC(=O)Nc1ccc2c(c1)OC[C@@H](C)N(C(C)=O)C[C@H](C)[C@@H](OC)CN(C)C2=O	0.3	3	2[16.7 µM]	-2	-6	0	nt
C[C@@H]1CCCCO[C@H](CN(C)C(=O)Nc2ccccc2)[C@@H](C)CN([C@@H](C)CO)C(=O)c2cc(NS(=O)(=O)c3ccc(Cl)cc3)ccc2O1	-1.3	17	-9[16.7 µM]	-11	-7	5	66*
O=C1CC(N2CCSCC2)C(=O)N1c1ccccc1 (configuration not stated)	-0.6	-1	2	4	-2	-7	5
CCSc1ccccc1C(=O)Nc1nc2ccccc2c(=O)[nH]1	0.7	-24	nt	-5	-6	-9	-58
Cc1cccc(CN2[C@@H](CC(C)C)COCCS2(=O)=O)c1	1.7	-2	1	-11	6	-5	-5
Cc1ccc(Oc2ccc(Cl)cc2NC(=O)c2ccc(F)cc2F)cc1	-3.6	-4	4	-4	5	-4	23
CCCCN1C(=O)C(CC(=O)NCCCCc2ccccc2)CC(C(=O)N2CCOCC2)=C1C (configuration not stated)	0.5	1	-1	4	1	0	4
C=C(CC[C@@H](O)C(C)(C)O)[C@H]1CC[C@]2(C)[C@@H]1CCC1[C@@]3(C)CC[C@H](O)C(C)(C)C3CC[C@]12C (some centres not stated)	0.5	-12	-2	nt	-5	0	-15
Cc1ccc(NC2=NCC(Cc3ccc(Br)cc3)S2)cc1 (configuration not stated)	nt	3	-2	-22	1	-12	-12
O=C(CCCN1C(=O)/C(=C/c2cccs2)SC1=S)Nc1ccc(O)cc1	1.4	12	-6	7	-3	1	36
Cc1ccc(NC(=O)c2cc(NC(=O)CCC(=O)O)ccc2N2CCCCC2)cc1	0.9	10	-1	5	-1	nt	nt
O=C(c1ccccc1)N(CCO)Cc1cc2cc3c(cc2[nH]c1=O)OCCO3	0.0	0	nt	13	-11	2	11
CCc1nnc(NC(=O)Cc2cccs2)s1	1.4	-8	nt	9	nt	13	?
CCOc1[nH]n(-c2ccccc2)c(=O)c1C=Nc1ccc(Cl)cc1	nt	nt	14	15	nt	0	24
O=c1cc(-c2cccs2)oc2ccc(Cl)cc12	nt	nt	5	nt	nt	5	-154

The last two compounds of the section above open the next one:
SMILES	CFTR F508del cor	EWS-Fli block	miR122 inh	GSIS activator	DENV2 CPE rescue	FN deposit inh	PAX8 reporter
CCOc1[nH]n(-c2ccccc2)c(=O)c1C=Nc1ccc(Cl)cc1	nt	nt	14	15	nt	0	24
O=c1cc(-c2cccs2)oc2ccc(Cl)cc12	nt	nt	5	nt	nt	5	-154
O=C(c1ccc2c(c1)OCO2)N1CC(=O)N2[C@H](CO)[C@@H](c3ccc(C#CC4CCCC4)cc3)[C@@H]2C1	3.6	11	nt	-10	-5	nt	12
O=C(Nc1cccc(NC(=O)c2ccc(F)cc2)c1)c1ccc(F)cc1	0.2	0	10	-3	2	11	-3
COc1ccc(CN(C)C[C@H]2OCCCC[C@@H](C)Oc3ccc(NC(=O)c4ccccc4)cc3C(=O)N([C@@H](C)CO)C[C@H]2C)cc1	0.5	-3	1[16.7 µM]	-24	?	nt	-34
CN1C(=O)c2cc(NC(=O)c3ccc4c(c3)OCO4)ccc2OC[C@@H]2O[C@H](CC(=O)O)CC[C@H]21	0.6	5	8[16.7 µM]	3	?	-8	10
Cc1ccccc1CSc1nnc(-c2ccco2)n1Cc1ccco1	nt	nt	17	-11	nt	7	nt
Cc1ccc(S(=O)(=O)N2CCC(=O)N([C@H](COCc3ccccc3)C(C)C)CC2)cc1	-3.1	-3	nt	5	3	2	4
O=C(COc1ccc(S(=O)(=O)NC2CCCCC2)cc1)NC1CC1	1.9	7	8	-11	2	2	nt
CN(CCc1ccccc1)Cc1nc(-c2cnccn2)no1	0.5	-1	nt	14	-3	5	-10
COc1cc(C(=O)NCCCCCCNC(=O)c2cc(OC)c(OC)c(OC)c2)cc(OC)c1OC	-2.2	9	-2	6	-1	5	-7
COc1cc(/C=C/C(=O)O)cc(OC)c1O	2.9	7	1	nt	19	10	7
COC(=O)[C@@]1(Sc2ccc(C)cc2)CC(=O)N[C@@H]1c1ccc(Br)cc1	2.0	3	nt	-20	-6	4	-4
COc1cccc(C2=CC(=O)CCC2)c1	-1.4	-24	nt	25	nt	4	-42
CCN(CC)C(=O)CSc1nc2c(sc(=S)n2-c2ccccc2OC)c(=O)n1-c1ccccc1	-4.5	-4	-4	-14	0	-5	8
CN(c1ccc(OCC(=O)OCC(=O)Nc2c(F)c(F)c(F)c(F)c2F)cc1)S(=O)(=O)c1ccc(F)cc1	nt	nt	-5	0	nt	1	8
CS(=O)(=O)N1CC2(C1)[C@@H](c1ccccc1)[C@@H](CO)N2CC1CCCC1	-2.1	1	nt	-7	-7	-14	nt

One compound at a time (already shown):
CC12CCC(C3NC(=S)NN=C31)C2(C)C (configuration not stated) across the screens: CFTR F508del cor: -3.7; EWS-Fli block: 3; miR122 inh: -7; GSIS activator: -9; DENV2 CPE rescue: -15; FN deposit inh: 0; PAX8 reporter: -8
C[C@H](CO)N1C[C@H](C)[C@H](CN(C)Cc2cccc(C(F)(F)F)c2)Oc2ncc(C#Cc3ccccc3)cc2C1=O across the screens: CFTR F508del cor: 0.2; EWS-Fli block: 22; miR122 inh: -3[16.7 µM]; GSIS activator: -12; DENV2 CPE rescue: 3; FN deposit inh: nt; PAX8 reporter: nt

(next part)
SMILES	CFTR F508del cor	EWS-Fli block	miR122 inh	GSIS activator	DENV2 CPE rescue	FN deposit inh	PAX8 reporter
CN(CC(=O)Nc1cccc(F)c1)C(=O)c1ccccc1OCCOc1ccccc1	-0.8	-1	nt	-17	5	1	3
Cc1ccc2cc(C)c3nnc(SCc4ccc(C(=O)O)cc4)n3c2c1C	2.8	4	nt	30	nt	4	-20
COc1ccc(CNC(=O)C2CCC(CNS(=O)(=O)c3ccc(C)cc3)CC2)cc1 (configuration not stated)	-2.7	9	-5	16	-1	-5	-10
Cc1cccc(NC(=O)Nc2ccc3c(c2)C(=O)N(C)[C@@H]2CC[C@H](CC(=O)O)O[C@@H]2CO3)c1	1.1	-8	-1[16.7 µM]	3	2	-17	4
O=C(CCS(=O)(=O)c1ccc(Cl)cc1)N1CCCc2ccccc21	0.1	nt	nt	6	1	4	nt
Clc1cccc(N2CCN(Cc3ccc(Br)o3)CC2)c1	-7.5	1	-5	-11	4	-5	-14
Cn1c(=NC(=O)c2ccco2)sc2ccccc21	3.3	-16	nt	-22	11	-11	-177
C/C(=N\Nc1ccccn1)c1ccc(C#N)cc1	-1.4	-18	nt	34	nt	nt	-56
CNC(=O)C[C@H]1CC[C@H]2[C@H](COc3ccc(NC(=O)c4ccccc4OC)cc3C(=O)N2C)O1	-0.7	-1	25[16.7 µM]	8	nt	-14	1
C[C@@H]1CN([C@@H](C)CO)C(=O)c2cccc(NS(=O)(=O)c3cccs3)c2O[C@@H]1CN(C)CC1CC1	-0.3	-1	-7[16.7 µM]	17	31*	nt	-12
COc1ccc(S(=O)(=O)Nc2ccc3c(c2)C(=O)N([C@@H](C)CO)C[C@H](C)[C@H](CN(C)Cc2ccc(Cl)c(Cl)c2)OCCCC[C@@H](C)O3)cc1	8.0*	11	-12[16.7 µM]	-2	-3	nt	55
O=C(NCc1nc(-c2ccccc2)no1)Nc1ccc(F)cc1	2.3	-3	nt	1	nt	0	-2
O=C1NC[C@@H](CCCCN2CCN(CC3CCCCC3)C(=O)C2=O)N(CC2CCCCC2)C1=O	-2.0	2	nt	-9	7	-7	24
C[C@H]1CN([C@@H](C)CO)C(=O)c2cccc(NC(=O)C3CCCCC3)c2O[C@@H]1CN(C)Cc1ccc(C(F)(F)F)cc1	1.8	8	94*[16.7 µM]	1	3	nt	nt
COc1ccc2c3c(n(C)c2c1)[C@H](CO)N(Cc1ccc(F)cc1)CC31CN(CC2CC2)C1	-0.5	9	nt	-5	-1	nt	nt
Cc1nn(C)cc1C(C(=O)NC1CCCCC1)N(Cc1ccc(F)cc1)C(=O)c1cnccn1 (configuration not stated)	1.0	0	-1	2	10	1	-3
COc1ccc(S(=O)(=O)Nc2ccc3c(c2)C(=O)N([C@@H](C)CO)C[C@@H](C)[C@@H](CN(C)C(=O)NC(C)C)OCCCC[C@H](C)O3)cc1	-2.2	9	4[16.7 µM]	-9	11	nt	-11
CC1COc2ccccc2N1C(=O)c1ccc(Cl)nc1 (configuration not stated)	-2.1	-10	nt	11	nt	-12	13
